Compound activity as filed in PubChem BioAssay.
IDE inh: cellular human IDE inhibition | P14735 | HEK cells, FAbetaB cleavage, fluorescence polarization | inhibition, % at 5.59 µM | hit rate 0.41% among 320,000 | AID 434962;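 active = percent inhibition above the average of all tested compounds plus 3 SD, set per screening campaign, cut at about 16% in these data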;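 also: IDE supplied by intact live HEK cells; FP after avidin binding of uncleaved biotin substrate so inhibition keeps polarization high; 0% = DMSO wells and 100% = 60 µM reference IDE inhibitor Ii1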
GalR3 antag: antagonists of human GalR3; O60755; HEK293 GalR3-CNG cAMP membrane potential fluorescence; galR3 body fused to GalR1 C-terminus; inhibition, % at 3 µM; hit rate 0.44% among 360,000; AID 651719;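 active = inhibition above the screen-wide average plus 3 SD, cut at about 13% in these data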;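 also: forskolin and galanin both at EC90 stimulate the cells; cAMP rise reported by CNG channel membrane potential dye signal; 0% = forskolin plus galanin with DMSO and 100% = forskolin alone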
p-CIP stab down: compounds decreasing mouse p/CIP protein stability; Q05BA5; F442A p/CIP-EGFP cells, EGFP fluorescence, 16 h; decrease of EGFP signal, % at 10 µM; hit rate 0.01% among 290,000;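 active = EGFP signal decrease of at least 30% at 10 µM or well 3 SD below plate mean, unless failing retest; inactive = the rest, including hits failing retest or dose response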; also: some compounds called inactive have numbers as strong as hits; many of its hits are not listed in these tables
CRFR2-BP antag: blocks CRF-induced signaling of the CRF-BP/CRF-R2 complex | AID 588475 | hit rate 0.59% among 350,000 | HEK293 CRF-R2/CRF-BP, CRF-induced calcium fluorescence | inhibition, % at 11.8 µM;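 active = inhibition of the ligand-induced calcium signal above about 50% at the single tested concentration, limit read from the data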
M4 PAM: CHRM4 positive allosteric modulation | P08173 | activation, % at 3 µM | CHO-K1 hM4/Gqi5, Fluo-8 calcium fluorescence, ACh EC20; 0% = ACh EC20, 100% = maximal ACh | hit rate 0.4% among 360,000;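 active = activation above its plate's cutoff, the mean activation of sample wells plus 3 SD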; also: some results filed as inactive read as strong as hits
MEKK3 PB1 HTS: modulators (inhibitors or enhancers) of MEK5 binding to human MEKK3 PB1 domain | hit rate 1.4% among 290,000 | bead-based flow cytometry, Alexa488-MEK5 binding to MEKK3; actives lie on both sides; 0 = blocked by unlabeled MEK5, 100 = vehicle | binding response (% of control), % at 10 µM | Q99759;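 active = binding response more than 3 SD above or below the average of its plate-row segment, actives on both sides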;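 also: Alexa488 bead fluorescence after subtracting the streptavidin-only scavenger bead signal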
PHOSPHO1 block: inhibitors of human PHOSPHO1 phosphatase; Q8TCT1; recombinant PHOSPHO1, absorbance phosphatase assay; inhibition, % at 13.3 µM; hit rate 1.1% among 290,000; AID 1565; in the data active = inhibition above about 60%
IDE act: boosts human insulin-degrading enzyme activity in HEK cells; hit rate 0.073% among 340,000; P14735; FAbeta-B cleavage, fluorescence polarization; 0% vehicle, 100% cell-free pure enzyme wells; activation, % at 5.96 µM; AID 493087;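 active = activation above the mean of all tested compounds plus 3 SD, set per screening campaign, cut at about 17% in these data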
CRFR2-BP ag: CRF-BP/CRF-R2 complex agonism; HEK293 CRF-R2/CRF-BP, calcium dye fluorescence (FLIPR); percent of saturating CRF peptide response; activation, % at 13.2 µM; hit rate 0.46% among 350,000;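 active = activation of at least 50%, plus an integration ratio under a set limit after plate pattern correction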;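 also: plate controls were neutral control wells without compound for no effect and CRF at EC100 for full effect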
Active calls of the source: *; nt = no result given; [ ] = another dose, or the depositor's remark.

IDE inh,p-CIP stab down,SMILES,CRFR2-BP ag,PHOSPHO1 block,M4 PAM,CRFR2-BP antag,MEKK3 PB1 HTS,IDE act,GalR3 antag
-1,-3,CC(=O)Cn1cnc2sc(-c3ccccc3)cc2c1=O,1.2,-2,1,-10,103,-1,-6
2,nt,CNC(=O)[C@@]1(Cc2ccccc2)C=C[C@@H](C)N1C(C)=O,-1.5,nt,3,5,109,0,-7
nt,-13,CCOC(=O)c1c(C)oc2c1c(CN1CCN(CCO)CC1)c(O)c1ccccc12,4.2,15,-5,-3,71,10,-5
2,-7,C=CCn1cc(/C=C2/NC(=O)NC2=O)c2ccccc21,0.1,27,7,-4,93,9,-3
4,2,CCOC(=O)CSc1nc(N(C)C)nc(N(C)C#N)n1,-0.9,-1,-5,-1,90,0,-2
2,3,CSc1nnc(C)c(=O)n1COC(=O)COc1ccc2ccccc2c1,-0.7,-9,2,3,103,6,-3
0,4,CCCCCOC(=O)Nc1nnc(CCCCC)s1,-0.5,18,0,-31,106,1,-8
3,6,CCC1CCCCN1CCNC(=O)CCS(=O)(=O)c1ccc(Br)cc1 (stereo unspecified),2.7,-2,3,1,94,-1,-4
nt,1,Cc1ccc(S(=O)(=O)/C(C#N)=C/c2c(N3CCOCC3)nc3ccccn3c2=O)cc1,0.5,1,-1,20,nt,5,-5
-1,-11,C=CCn1c(SCC(=O)Nc2ccc(OC)cc2)nnc1-c1cnccn1,-0.2,26,-8,17,104,3,-3
6,-15,Cc1ccc(C(C)C)cc1S(=O)(=O)NCc1ccccn1,0.5,24,3,1,106,4,-10
0,-10,CCCc1ccc2oc(C(=O)N3CCC[C@H]3CO)c(C)c2c1,-0.1,25,4,-1,103,6,-1
-2,nt,CCc1noc(C)c1C(=O)Nc1cc(S(=O)(=O)N(CC)CC)ccc1N1CCCC1,-0.2,nt,-2,11,nt,-1,-4
-6,-6,CC1CCC(CN2C(Nc3ccccc3)=NC[C@@H]2C)CC1 (stereo partly specified),-0.1,-2,-2,-8,101,2,-7
1,-12,CC1CC(=O)C(C2c3ccccc3CCN2C(=O)CCl)C(=O)C1 (stereo unspecified),-0.3,1,-8,0,96,0,-5
-2,-19,COc1ccc(Nc2cc(C)nc(NCc3ccccc3)n2)cc1,0.6,7,-13,-19,102,nt,-9
4,-2,COc1ccc(S(=O)(=O)Nc2nnc(CC(C)(C)C)s2)cc1,-5.2,28,1,16,101,3,3
-2,1,Cc1ccc(F)cc1CNC(=O)C1CCC(=O)N(CCc2ccccc2)C1 (stereo unspecified),-1.0,34,1,10,102,5,5
2,-20,COc1cc(/C=N/n2c(-c3cc(C)[nH]n3)n[nH]c2=S)cc(OC)c1OC,-0.9,-72,-3,-5,94,-1,-6
-2,-4,Cc1cc(/C=N/NC(=O)c2ccc(O)cc2)c(C)n1CC(C)C,-0.7,51,10,11,92,4,4
6,-15,CC(C)(C)c1nc(NCCO)c2nnn(Cc3ccccc3)c2n1,0.1,-8,1,-13,98,-1,0
3,-14,COc1ccc(CC(=O)Nc2ccc(S(=O)(=O)N3CCCCC3)cc2)cc1OC,-4.9,4,7,-7,103,5,2
0,-5,c1ccc(CSc2nc3ncncc3[nH]2)cc1,-0.7,42,5,-10,99,7,-2
2,4,O=C(O)/C=C(\Oc1ccccc1)C1(O)CCCCC1,0.9,27,1,-4,101,0,3
14,-15,c1ccc(CNc2nc(CN3CCOCC3)nc3scc(-c4ccccc4)c23)cc1,-1.2,-20,-5,8,101,2,-1
-3,8,COc1ccc(C2=NS(=O)(=O)N(C)C(C(=O)N3CCCCC3)=C2)cc1,0.2,28,4,29,101,4,nt
2,-2,O=C(COc1ccc(F)cc1)N(c1ccccn1)C1CCCCC1,-2.2,11,-6,1,92,-1,-1
1,nt,COC(=O)C[C@H]1c2ccccc2S(=O)(=O)N1C(C)C,-1.3,nt,3,4,99,3,-5
2,-9,CCOc1ncccc1C(=O)OCC(=O)Nc1cc(C)ccc1C,-5.5,46,12,16,88,-1,-6
-7,-12,N#C/C(=C(/O)C(Cl)c1ccccc1)c1nc2ccccc2s1 (stereo unspecified),3.0,3,-6,38,101,2,-5
5,0,CCCCn1c(CN2CCN(c3cccc(Cl)c3)CC2)nc2c1c(=O)n(C)c(=O)n2C,0.3,7,8,18,99,2,-6
-11,-11,CCOc1ccc(N(CC(=O)Nc2c(C)n(C)n(-c3ccccc3)c2=O)S(=O)(=O)c2ccccc2)cc1,-1.9,37,11,7,111,10,2
-1,-8,O=C(C1=C(Nc2ccccc2)c2ccccc2S(=O)(=O)N1)c1ccccc1,-1.0,8,3,-27,64*[inhibitor],-1,-1
-1,-1,CCCc1cc(=O)[nH]c(SCc2nc3ccccc3s2)n1,-0.4,-23,19,20,100,7,-2
nt,nt,Cc1noc(C)c1COc1ccccc1C(=O)N1CCN(S(=O)(=O)c2ccc(C(C)C)cc2)CC1,0.0,nt,-2,6,nt,nt,-8
-1,3,CCOC(=O)N1CCN(C(=O)c2ccc(N3C(=O)c4ccccc4C3=O)cc2)CC1,-0.7,-1,-1,-1,105,6,0
-1,-8,Cc1cccc(C(=O)N2CCC(=O)N(C(COCc3ccccc3)Cc3ccccc3)CC2)c1 (stereo unspecified),-4.2,9,-1,9,101,-5,-1
-1,-12,CCOc1ccc(N(CC(=O)N2CCC(Cc3ccccc3)CC2)S(C)(=O)=O)cc1,6.9,-1,-5,-13,105,4,-5
3,13,S=C(NCCc1ccccc1)N/N=C/c1cccc(Cl)c1Cl,1.6,-6,-6,-23,104,2,-7
nt,-12,COc1ccc(CC(=O)N/N=C\c2cc(Br)c(O)c(Br)c2)cc1,-3.9,34,-1,8,101,-1,-7
7,-1,COc1cccc(CN(CC(=O)NC2CCCC2)C(=O)CCC(=O)Nc2cc(C)on2)c1,0.2,-2,3,-19,nt,4,-4
6,-7,COc1cc(/C=C2/C(=O)NN(c3cccc(Cl)c3)C2=O)cc(OC)c1O,18,39,7,-38,100,-18,-7
9,-9,CCOc1ccc(-c2nc(CSCC(=O)NCc3ccco3)c(C)o2)cc1,-1.1,-14,2,9,106,5,-7
1,nt,CC[C@@H](C)[C@@H]1CN([C@@H](CN2CCC[C@H]2CN2C(N)=NC[C@H]2C(C)C)C(C)C)C(=N)N1CCCC1CCCC1,-0.5,nt,-9,11,nt,5,-2
nt,nt,O[C@H]1CN(CC2CCCCC2)[C@@H](c2ccc(Cl)cc2)C[C@@H]1n1cc(-c2ccc(F)cc2)nn1,6.3,nt,8,-7,nt,nt,-7
1,-4,O=C(CN1CCOCC1)NN=C1CCCCCCCCCCC1,6.8,-9,7,26,96,-2,-5
2,-4,CCC1CCCCN1C(=O)COc1cccc2c1CCN(C)C2=O (stereo unspecified),3.4,-8,-1,8,100,-1,6
nt,nt,CCN(CC)c1ncnc2c1nnn2C,-2.5,nt,1,6,nt,5,-7
5,nt,O=C(COC(=O)Cn1cnc2ccccc21)Nc1ccccc1C(F)(F)F,-3.2,nt,8,2,nt,0,-5
3,6,COc1ccc(Nc2nc3ccccc3n3cnnc23)cc1,0.5,8,8,-54,104,-5,-6
2,nt,CC(C)=CCc1c(O)cc(O)c2c1OC(c1ccc(O)cc1)CC2=O (stereo unspecified),-0.7,nt,-15,10,98,1,-8
0,nt,CC(C)C(=O)COc1c2occc2cc2ccc(=O)oc12,-0.2,nt,6,-4,nt,-3,6
3,nt,Cc1ccc(S(=O)(=O)N2CCC(C(=O)NCCCN3CCOCC3)CC2)cc1C,-0.2,nt,4,10,nt,2,-2
1,2,CCOc1ccc(C(=O)c2ccccc2C(=O)O)cc1OCC,-2.0,16,2,1,96,3,-7
2,-5,CCC(=O)c1ccc(N2CCN(C(=O)c3cccc(F)c3)CC2)c(F)c1,-3.5,-7,-2,-38,95,9,2
5,7,COc1ccc2ccccc2c1CN(C)Cc1ccccc1,3.7,-29,-7,11,96,3,-13
-4,2,COc1cccc(N2C(=O)CC(N3CCN(c4ccc([N+](=O)[O-])cc4)CC3)C2=O)c1 (stereo unspecified),0.6,8,0,4,110,4,-9
10,-16,O=C(NCCCN1CCN(Cc2ccccc2)CC1)C1CCN(c2nnc(-n3cccc3)s2)CC1,1.7,-39,-6,8,111,-5,-6
8,0,Cc1ccc(C(=O)N(Cc2sccc2C)C2CCS(=O)(=O)C2)cc1 (stereo unspecified),-14,12,9,50*,103,-4,1
0,nt,CCCCCCCCN1[C@@H](CC(=O)O)c2ccc(C(F)(F)F)cc2S1(=O)=O,-4.1,nt,12,2,103,3,-10

(continued)
IDE inh,p-CIP stab down,SMILES,CRFR2-BP ag,PHOSPHO1 block,M4 PAM,CRFR2-BP antag,MEKK3 PB1 HTS,IDE act,GalR3 antag
1,2,COc1cccc(C(=O)N2CCN(Cc3ccccc3[N+](=O)[O-])CC2)c1,-1.6,23,6,19,94,6,-5
3,-8,O=C(CSc1nnc(NC(=O)C2CC(=O)N(c3ccccc3)C2)s1)NCC1CCCO1 (stereo unspecified),0.0,29,10,7,99,-2,-3
3,3,Cc1cccn2c(=O)c3cc(S(=O)(=O)c4ccccc4)c(=N)n(Cc4ccco4)c3nc12,1.2,-26,0,7,91,8,-1
2,6,COc1ccccc1C(=O)NCc1nnc(SCC(=O)Nc2nccs2)n1C,-0.4,8,3,3,100,3,-10

In a second layout: results already given
> O=C(CSc1nnc(NC(=O)C2CC(=O)N(c3ccccc3)C2)s1)NCC1CCCO1 (stereo unspecified)
  IDE inh = 3; p-CIP stab down = -8; CRFR2-BP ag = 0.0; PHOSPHO1 block = 29; M4 PAM = 10; CRFR2-BP antag = 7; MEKK3 PB1 HTS = 99; IDE act = -2; GalR3 antag = -3

> Cc1cccn2c(=O)c3cc(S(=O)(=O)c4ccccc4)c(=N)n(Cc4ccco4)c3nc12
  IDE inh = 3; p-CIP stab down = 3; CRFR2-BP ag = 1.2; PHOSPHO1 block = -26; M4 PAM = 0; CRFR2-BP antag = 7; MEKK3 PB1 HTS = 91; IDE act = 8; GalR3 antag = -1

> COc1ccccc1C(=O)NCc1nnc(SCC(=O)Nc2nccs2)n1C
  IDE inh = 2; p-CIP stab down = 6; CRFR2-BP ag = -0.4; PHOSPHO1 block = 8; M4 PAM = 3; CRFR2-BP antag = 3; MEKK3 PB1 HTS = 100; IDE act = 3; GalR3 antag = -10
